# CatG inh = human cathepsin G inhibitors, primary screen, biochemical, pooled compound mixtures, AMC fluorescence | actives 0.2% (n = 62,000) | inhibition, % at 5 µM (by protocol) | P08311 | AID 581, 2007 | purified enzyme, AMC-tetrapeptide fluorescence;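 active = inhibition above 20% in each of the two mixture wells holding the compound; inactive = inhibition of 20% or less in either well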;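 also: 0% = enzyme control without mixture and 100% = blank lacking enzyme; strong numbers were not always called active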
# A340 absorber = compound light absorbance at 340 nm, profiling panel, artefact control, biochemical, MLSMR library, data from PS, PMK, MK assays; compound absorbance at 340 nm, fold over control; fold change at 10 µM; 65,000 tested, under 10 active; AID 708, 2007;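 active = at 10 µM dose, initial 340 nm absorbance at least 2 fold that of control wells; inactive = change under 2 fold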;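 also: initial absorbance extrapolated from kinetic A340 decline of NADH oxidation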
# C1s block = complement C1s protease inhibitors, primary screen, biochemical, 10-compound mixtures; Complement C1s subcomponent (Homo sapiens), P09871; purified C1s, fluorogenic AMC substrate, pooled mixtures; mean inhibition % of two 10-compound mixtures (active compounds read high), % at 5 µM (by protocol); actives 0.16% (n = 62,000);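 active = inhibition above 20% in each of the two 10-compound mixture wells holding the compound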;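 also: 0% = enzyme wells lacking compound mixture and 100% = no-enzyme blank wells; some compounds called inactive have numbers as strong as hits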
# Target sequence (P09871 16-437 limits assumed): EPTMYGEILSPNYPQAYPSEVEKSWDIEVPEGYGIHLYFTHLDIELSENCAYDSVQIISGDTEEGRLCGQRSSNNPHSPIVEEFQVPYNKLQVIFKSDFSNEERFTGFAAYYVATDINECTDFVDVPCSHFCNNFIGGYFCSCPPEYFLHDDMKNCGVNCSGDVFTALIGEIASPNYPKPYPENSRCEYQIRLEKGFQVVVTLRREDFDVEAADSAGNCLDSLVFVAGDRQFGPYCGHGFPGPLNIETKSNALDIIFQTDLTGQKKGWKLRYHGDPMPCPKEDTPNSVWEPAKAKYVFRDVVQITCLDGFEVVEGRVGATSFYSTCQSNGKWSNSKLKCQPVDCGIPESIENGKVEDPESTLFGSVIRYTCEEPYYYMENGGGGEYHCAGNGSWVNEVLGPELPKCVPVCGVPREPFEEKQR
# Target sequence (P09871 438-688 limits assumed): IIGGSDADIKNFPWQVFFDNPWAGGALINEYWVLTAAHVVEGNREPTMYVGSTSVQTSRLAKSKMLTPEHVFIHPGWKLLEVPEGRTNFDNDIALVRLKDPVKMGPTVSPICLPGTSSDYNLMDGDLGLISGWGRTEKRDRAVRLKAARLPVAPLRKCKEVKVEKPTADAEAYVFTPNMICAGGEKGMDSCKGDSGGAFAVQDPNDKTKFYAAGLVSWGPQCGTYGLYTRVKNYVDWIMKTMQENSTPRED
# FXIa mix inh = FXIa protease inhibitors in compound pools, primary screen, biochemical, 10-compound mixtures. purified FXIa, fluorogenic substrate, pooled mixtures. actives 0.19% (n = 62,000). Coagulation factor XI (Homo sapiens), P03951. inhibition, % at 5 µM;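 also: each value is inhibition by a whole ten-compound pool holding the compound; 0% = enzyme with no mixture and 100% = wells lacking enzyme; strong numbers were not always called active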
# CatB mix inh = cathepsin B inhibitors from pooled compounds, primary screen, biochemical, compound mixtures, AMC fluorescence | P07858 | Purified cathepsin B, AMC dipeptide fluorescence | inhibition, %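 (ten-compound pools at 5 µM per compound and 50 µM total)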 | actives 0.06% (n = 62,000) | AID 488, 2006; in the data active = inhibition above about 22%, passing the limit was not always enough;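 also: 0% = enzyme without compound and 100% = no enzyme blank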
# CatB block = human cathepsin B inhibitors, primary screen, biochemical, fluorogenic substrate; P07858; purified cathepsin B, fluorescence; inhibition, %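 (tested at 10 µM)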; actives 0.1% (n = 63,000); in the data active = inhibition above about 21%;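 also: 0% = enzyme with no compound and 100% = no enzyme blank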
# FXIIa mix inh = human factor XIIa inhibitors, primary screen, biochemical, pooled compound mixtures, fluorogenic substrate; purified FXIIa; AID 684, 2007; actives 0.2% (n = 62,000); inhibition, % at 5 µM; Coagulation factor XII (Homo sapiens), P00748;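 also: 0% = enzyme without compound and 100% = no enzyme blank; some results filed as inactive read as strong as hits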
# CatS block = inhibitors of human cathepsin S, biochemical, compound mixtures; recombinant cathepsin S, AMC dipeptide fluorescence, pooled mixtures; inhibition, %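 (tested at 5 µM per compound within 10-compound mixtures)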; actives 0.06% (n = 62,000); AID 501, 2006; in the data active = inhibition above about 32%, passing the limit was not always enough;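 also: 0% = enzyme without compound and 100% = blank without enzyme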
# Target sequence (P25774 115-331 limits assumed): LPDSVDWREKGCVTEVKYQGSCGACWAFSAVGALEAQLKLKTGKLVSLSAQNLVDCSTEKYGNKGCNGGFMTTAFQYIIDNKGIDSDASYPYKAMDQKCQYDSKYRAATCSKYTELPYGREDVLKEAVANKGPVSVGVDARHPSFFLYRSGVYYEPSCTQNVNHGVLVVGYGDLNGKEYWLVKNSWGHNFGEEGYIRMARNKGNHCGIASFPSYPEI
# CatL inh = inhibitors of human cathepsin L, biochemical | purified cathepsin L, fluorogenic substrate, fluorescence | inhibition, %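 (tested at 10 µM)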 | actives 0.17% (n = 58,000) | AID 460, 2006; in the data active = inhibition above about 45%;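 also: 0% = enzyme with no compound and 100% = no enzyme blank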
# An asterisk follows results filed as active; nt = not tested or not shown. Rule as the data show it, unless noted: active = inhibition above about 20% (passing the limit was not always enough); inactive = the rest. An excerpt; rates above refer to the full screens.
SMILES,CatG inh,A340 absorber,C1s block,FXIa mix inh,CatB mix inh,CatB block,FXIIa mix inh,CatS block,CatL inh
COc1ccc(C)cc1-n1nnnc1SCC1CCCCO1 (stereo not given),9,0.96,5,0,4,-1,5,-3,-1
O=C(c1ccc(Cn2c(=O)[nH]c3ccccc3c2=O)cc1)N1CCN(c2ccccc2)CC1,8,0.98,13,2,1,6,8,5,28
COc1ccc(OCCSc2nnc3sc4ccccc4n23)cc1,-5,1,-2,1,-1,-1,-1,7,34
OC(COc1ccc2ccccc2c1)CN1CCCC1 (stereo not given),6,1,1,4,-1,2,1,-1,nt
O=C(O)C1C2C=CC(C2)C1C(=O)N1CCN(C/C=C/c2ccccc2)CC1 (stereo not given),11,1,12,6,4,0,18,11,19
C=CCn1c(CCNC(=O)C(C)(C)C)nc2ccccc21,-3,1,-36,-1,6,7,-1,11,-3
Cc1ccc(C(=O)Nc2ccc3c(c2)ncn3C)cc1,1,1.1,3,6,1,-1,3,3,-2
CN(C)c1nc(N)nc(-c2nc3ccccc3s2)n1,3,0.99,-38,-1,-8,0,6,-11,-6
CC(C)C(=O)Nc1ccc(NC(=O)c2cc3ccccc3o2)cc1,10,1.1,3,-2,1,4,2,2,nt
Cc1ccc(CSc2nnc(Cn3c(=O)sc4ccccc43)n2C)cc1,9,1,14,8,3,3,-7,1,nt
Cc1noc(C)c1S(=O)(=O)N(CCc1ccccc1)Cc1ccccc1,8,1,14,5,2,2,-3,-7,-7
CC1CCCCN1S(=O)(=O)c1ccc(C(=O)Nc2nnc(-c3ccccc3Cl)o2)cc1 (stereo not given),8,1.1,-5,-3,1,2,-18,-6,nt
CCOC(=O)C1CCCN(C(=O)c2ccc(CS(=O)(=O)c3ccc(Br)cc3)o2)C1 (stereo not given),7,0.98,10,10,1,3,-1,2,11
CC(C)(C)NC(=O)NC(=O)COC(=O)Cn1c(C(F)(F)F)nc2ccccc21,16,0.96,5,8,1,1,3,-5,4
C=CCN(C(=O)CCC(=O)Nc1cc(C)on1)C(C(=O)NC(C)(C)C)c1cccc(OC)c1OC (stereo not given),10,0.99,8,1,2,3,0,2,15
CCc1ccc(N2CCN(C(=O)c3ccc(OC)c(OC)c3)CC2)cc1,0,1,-13,3,0,3,-3,3,10
CCC(CC)C(=O)Nc1cccc(C(=O)NCc2ccco2)c1,10,1,-12,-8,3,-1,-2,8,22
Clc1ccc2nc(N3CCCCC3)[nH]c2c1,4,0.99,-4,4,6,-5,-8,2,38
CCCCn1c(NC(C)CC)nc2c1c(=O)[nH]c(=O)n2C (stereo not given),-18,1.1,-54,-6,-6,-1,-4,-15,2
O=C(NCCN1CCOCC1)c1ccccc1Oc1ccccc1,10,1,12,8,5,5,6,6,9
CN(C)c1cccc(C(=O)NCC2CCCO2)c1 (stereo not given),10,1.1,11,0,6,4,3,0,8
COc1ccccc1NC(=O)CN(c1ccccc1F)S(C)(=O)=O,9,1.1,5,3,3,-1,2,-2,2
COc1ccc(OC)c(-c2c[n+](=O)c3c(n2[O-])CCCC3)c1,12,1,14,4,5,1,4,-1,21
CC(CCC(=O)Nc1nncs1)C(=O)O (stereo not given),11,0.98,4,-1,-4,2,-17,12,9
Cc1ccc(S(=O)(=O)N[C@H](C(=O)N2CCC(C(=O)N3CCC[C@H]3C(=O)O)CC2)C(C)C)cc1,-1,1,-5,0,-6,1,22,6,2
CCN1CCN(C(=O)c2cc3cc4cc(OC)ccc4nc3s2)CC1,-11,1,-27,-7,0,6,-1,5,3
COc1ccc(C(=O)COC(=O)CN2C(=O)C3C4C=CC(C4)C3C2=O)cc1 (stereo not given),-5,1,-7,6,2,2,7,0,1
O=C(COc1ccccc1)Nc1ncc2c(n1)CCCC2=O,1,1,-29,10,7,1,6,10,17
N#Cc1cnc2sc3ccccc3n2c1=N,3,1.1,-8,5,-5,0,11,-3,-4
O=c1c2cccnc2[nH]c(=S)n1CCCN1CCN(c2ccccc2F)CC1,-1,0.99,-3,10,5,-3,7,11,11

# 4 neighbouring entries out of the list so far, quoted:
SMILES,CatG inh,A340 absorber,C1s block,FXIa mix inh,CatB mix inh,CatB block,FXIIa mix inh,CatS block,CatL inh
CCC(CC)C(=O)Nc1cccc(C(=O)NCc2ccco2)c1,10,1,-12,-8,3,-1,-2,8,22
Clc1ccc2nc(N3CCCCC3)[nH]c2c1,4,0.99,-4,4,6,-5,-8,2,38
CCCCn1c(NC(C)CC)nc2c1c(=O)[nH]c(=O)n2C (stereo not given),-18,1.1,-54,-6,-6,-1,-4,-15,2
O=C(NCCN1CCOCC1)c1ccccc1Oc1ccccc1,10,1,12,8,5,5,6,6,9

# (list continues)
SMILES,CatG inh,A340 absorber,C1s block,FXIa mix inh,CatB mix inh,CatB block,FXIIa mix inh,CatS block,CatL inh
CC1(C)Cc2c(sc(NC(=O)c3ccco3)c2C#N)CO1,-1,1.1,1,6,-4,-2,5,3,nt
CN1CCN(C(=O)c2ccccc2NC(=O)CCN2C(=O)c3ccccc3C2=O)CC1,5,1,-16,11,-3,4,11,9,16
O=S(=O)(NCC1CCCO1)c1cccc(S(=O)(=O)N2CCCC2)c1 (stereo not given),8,0.98,-6,-5,-5,0,1,3,nt
Cc1c(C(=O)O)cnc2cc(-c3ccc(Cl)cc3)nn12,1,1.1,-2,8,1,0,1,22,0
CS(=O)(=O)Nc1ccccc1C(=O)NCc1ccco1,4,1,-23,-4,2,2,3,2,20
COc1ccc(-n2ncc3c(NCc4ccco4)ncnc32)cc1,-4,1,-1,-2,0,4,4,-3,13
CCOC(=O)NC(=O)CN1C(=O)NC(C)(c2ccccc2)C1=O (stereo not given),11,1,11,0,5,-6,9,-7,6
COc1ccc(Cl)cc1NC(=O)C1CC(=O)N(c2ccc(F)cc2)C1 (stereo not given),8,1,14,4,4,6,9,2,19
CC1CCCC(C)N1C(=O)COc1ccc(-c2nnco2)cc1 (stereo not given),5,1,10,6,1,3,8,-5,-6
CN(C)c1nc(N2CCCCC2)nc(N2CCCCC2)n1,-1,1,2,9,2,-6,-38,-5,-14
O=C1c2ccccc2NC2(CCCCC2)N1c1ccc(O)cc1,8,1.1,2,4,2,7,6,-3,-9
C/C(N)=C(/C#N)C(=O)CSc1nnc(SCc2ccc(Cl)cc2)s1,2,1,-1,7,-4,-1,-2,1,1
Cc1ccc(-n2c(O)cnc2Nc2nc(C)cc(C)n2)cc1,8,1,6,6,6,5,5,1,5
CCOC(=O)C1CCN(C(=O)C2CCCCC2)CC1,9,1.1,5,44,4,0,5,0,-5
COCCSc1ccccc1C(=O)Nc1nnc(C)s1,12,1,15,5,4,3,2,-2,-6
C=CCOC(=O)C1=C(C)NC(SCC(=O)OCC)=C(C#N)C1c1ccc(O)c(OC)c1 (stereo not given),-9,1,-5,3,-6,1,6,3,6
O=C(c1ccco1)N1CCN(S(=O)(=O)N2CCOCC2)CC1,-6,1,-8,0,8,7,2,12,-2
CCN1C(=O)c2ccccc2S(=O)c2ccc(C(=O)N3CCN(C(=O)c4ccco4)CC3)cc21 (stereo not given),0,1,-9,12,7,1,1,-8,9
CC1(C)CC(=O)c2sc(NC(=O)CN3C(=O)CCC3=O)nc2C1,9,1.2,6,2,3,1,15,3,10
CC1CCN(CCC(=O)N2CCCc3c2c(=O)oc2ccc(O)cc32)CC1,1,1.1,7,12,0,3,10,-1,-3
CN1CCN(S(=O)(=O)c2ccc(Cc3ccc(S(=O)(=O)N4CCN(C)CC4)cc3)cc2)CC1,11,1,23,38,6,-2,0,8,1
COc1ccc2nc(NC(=O)C3CCN(S(=O)(=O)c4cnc[nH]4)CC3)sc2c1,8,0.98,8,5,2,3,8,-4,10
O=C(CSc1nnc(CNC(=O)c2ccco2)o1)c1ccccc1,8,1,4,5,2,1,3,4,16
N#Cc1c(NC(=O)c2ccc(Cn3cc(Br)cn3)o2)sc2c1CCCCCC2,0,1.1,-3,8,6,-6,3,1,-10
CCCc1cc(C(=O)NC2CCCC2)no1,-4,1,-4,4,0,-2,7,17,9
CCc1nnc(NC(=O)CSc2ncc(-c3ccccc3)n2C)s1,7,1,12,6,-1,0,0,-7,-7
O=C(CS(=O)(=O)c1cn(Cc2ccc(F)cc2)c2ccccc12)N1CCCCC1,12,1,10,4,3,2,1,1,13
O=C(CN1C(=O)COc2ccc(Cl)cc21)Nc1ccc2c(c1)OCCO2,11,1,18,6,2,0,-1,-4,-4
COc1ccc(-c2cc3nc(C)cc(NCCO)n3n2)cc1,2,0.99,-3,24,-2,-4,7,3,-12
Cn1nnnc1SCC(=O)Nc1ccccc1N1CCCCC1,1,1,-19,1,7,-8,-1,-14,1
CCCCS(=O)(=O)N1CN(S(=O)(=O)CCCC)C2NC(=O)NC21 (stereo not given),11,1,-18,-4,4,3,-18,0,3
COc1ccc(C(=O)N2CCCC2)cc1,5,1,1,-1,2,1,1,-2,29
NC(=O)c1oc2ccccc2c1NC(=O)c1ccc(F)cc1,15,1.1,6,2,2,5,0,6,nt
COC(=O)CN(c1ccccc1OC)S(=O)(=O)c1ccccc1,-5,1,-10,7,-2,1,7,-18,0
CCC(C)n1cnc2c(c1=O)c1nc3ccccc3nc1n2Cc1ccc2c(c1)OCO2 (stereo not given),9,1.1,57,7,1,-1,3,0,-15
O=C(CCNS(=O)(=O)c1ccc(Br)s1)NC1CCCC1,-16,0.97,-45,-4,-4,0,2,-15,-1
Cc1nc(SCC(=O)N2CCC(C(N)=O)CC2)n[nH]1,-5,0.99,-2,1,3,3,12,17,3
CCc1ccc(-c2nnn(Cc3nn[nH]n3)n2)cc1,11,1,6,4,5,3,9,18,7
Cc1csc(NC(=O)NC2(C(F)(F)F)Oc3ccccc3O2)n1,16,1,-5,0,1,-2,10,-7,0
COC(=O)CSc1ncnc2c1cnn2Cc1ccccc1,-1,1.1,4,4,0,3,-5,2,29
COc1cc(C(=O)CSc2nnc(-c3ccc(O)cc3)n2CC2CCCO2)ccc1NC(C)=O (stereo not given),-8,1,-39,-6,4,8,-1,32,18
COc1ccc(Br)cc1CNC(=O)CCc1nc(-c2ccc(C)cc2)no1,14,0.97,17,7,7,4,1,-3,-2
CCCCOc1ccc(C(C)NC(=O)C2CCCN(S(=O)(=O)CC)C2)cc1 (stereo not given),-8,1,-27,-5,2,-4,-4,-14,-8
Cc1[nH]n(-c2ccccc2)c(=O)c1S(=O)(=O)c1ccccc1,-4,1,-16,-1,2,3,16,42,nt
CC(C)C(c1nnnn1Cc1ccc(F)cc1)N1CCN(C(=O)c2ccco2)CC1 (stereo not given),11,1,3,6,3,-1,-14,1,-1
COc1ccc2cc(CN(CCO)C(=O)c3ccccc3F)c(=O)[nH]c2c1,-11,1,-27,12,6,8,-19,nt,-2
O=C(COC(=O)C1(c2ccccc2)CC1)N1CCN(c2ccc(F)cc2)CC1,0,0.99,4,4,4,3,0,1,4
CCOC(=O)c1c(C)[nH]c(C(=O)OCC(=O)Nc2cc(C)ccc2OC)c1C,-4,1,-24,0,-10,-2,3,-14,1
O=C(Cc1ccccc1)Nc1ccccc1CO,-8,1.1,-23,4,-6,1,5,1,6
NC(=O)c1cc2ccc(O)cc2oc1=Nc1ccccc1,-2,1.1,-61,-10,-3,-1,2,-12,-36
Cc1ccc(-n2nnc3c(=O)n(CC(=O)N4CCCC4)cnc32)cc1,-6,0.99,-6,7,0,1,-14,-15,5

# Bioassay records from PubChem.
